Bioassay records as filed in PubChem BioAssay.
PLAP inhibition: PLAP enzyme inhibitors, biochemical, luminescence, HTS (AID 690) | purified PLAP, luminescent substrate; higher % means a stronger effect | one-dose inhibition, % at 20 µM; IC50 in µM for titrated hits | hit rate 0.08% among 96,000; in the data active = a potency from the dose series; inactive = the rest, 99 in 100 with inhibition below about 30%; note: strong numbers were not always called active
Bcl-B displacement: displacers of TR3 peptide from Bcl-B, primary screen, selectivity assay for Bfl-1 inhibitor project, biochemical, fluorescence polarization; FP displacement of FITC-TR3 peptide from Bcl-B; higher % means a stronger effect; one-dose displacement, % at 20 µM; IC50 in µM for titrated hits; hit rate 0.11% among 96,000; AID 748;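 active = displacement above 50% at 20 µM plus a fluorescence interference ratio under 1.5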;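 note: plate controls were wells without compound for no effect and wells lacking Bcl-B protein for full effect; a part of the inactive calls stands beside numbers as strong as those of hits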
MRP resist rev: compounds reversing MRP-mediated drug resistance; H69AR cells + 2 uM doxorubicin, CellTiter-Glo, 72 h; differential viability (reversal), % at 10 µM; hit rate 0.04% among 85,000; AID 602;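 active = viability drop by adding the cancer drug above about 55%, with treated viability meeting a 40% cutoff, limit read from the data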;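 note: viability without doxorubicin minus viability with 2 µM doxorubicin for each compound; larger differential means the compound sensitizes cells more to doxorubicin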
NFkB transloc pot: enhances IL-1B driven NFkB nuclear translocation; HUVEC IL-1B NFkB p65 nuclear translocation imaging; hit rate 0.3% among 94,000; activation, % at 2 µM; AID 819;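 active = activation above 40%, about the mean plus 3 SD, also judged a hit on visual image review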;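 note: percent activation is computed from the nuclear over cytoplasmic p65 intensity ratio; values of inactives mirror those of a sister screen read the other way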
NFkB transloc inh: blocks IL-1B driven NFkB nuclear translocation in HUVEC cells; HUVEC IL-1B NFkB p65 nuclear translocation imaging; inhibition, % at 2 µM; hit rate 0.43% among 94,000;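 active = inhibition above about 30% together with a positive call from visual inspection of the well image, limit read from the data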;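 note: nuclear over cytoplasmic p65 intensity ratio measured by imaging; 0% = IL-1B stimulated DMSO wells and 100% = unstimulated DMSO wells; values of inactives mirror those of a sister screen read the other way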
MRP resist rev cytotoxicity: further read-out of MRP resist rev, marked with its call; viability, %; H69AR cells, CellTiter-Glo, 72 h; measured here: cytotoxicity without doxorubicin
MRP resist rev with doxorubicin: further read-out of MRP resist rev, marked with its call; viability, %; measured here: viability with 2 uM doxorubicin; stronger effect = lower value
NFkB transloc inh cell count 2 µM: recorded beside NFkB transloc inh, whose call it bears; cell count; measured here: cells passing quality filter;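 raw number of nuclei counted in each imaged well without normalization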
NFkB transloc pot cell count 2 µM: recorded beside NFkB transloc pot, whose call it bears; cell count; measured here: cells passing quality filter
Active calls of the source: *; . = not tested or not shown.

SMILES	PLAP inhibition	Bcl-B displacement	MRP resist rev	MRP resist rev cytotoxicity	MRP resist rev with doxorubicin	NFkB transloc pot	NFkB transloc pot cell count 2 µM	NFkB transloc inh	NFkB transloc inh cell count 2 µM
CC1CCCCN1CC(=O)NCc1ccc2c(c1)OCO2 (configuration not stated)	-39%	-9%	-9	92	101	-13	62	13	62
CCOc1ccc(NC(=O)Cn2nnc(-c3ccccc3NC(=O)C3CC3)n2)cc1	14%	-6%	12	90	78	32	162	-32	162
CSc1ccc(Cl)c(C(=O)NCCOc2cc(C)ccc2C(C)C)c1	-4%	-5%	.	.	.	3	126	-2	126
CCCOc1ccccc1C1NC(=O)NC(C)=C1C(=O)OCCOC(C)C (configuration not stated)	-20%	8%	-8	77	85	9	133	-9	133
COC(=O)c1nn(-c2ccccc2)nc1-c1nn(-c2ccccc2)nc1C(=O)OC	-41%	3%	-1	26	27	-5	184	5	184
CN1CCN(c2nc(-c3ccc(Br)cc3)nnc2-c2ccccc2)CC1	-28%	4%	.	.	.	14	173	-14	173
C/C(=N\O)C1(C)N(O)C(C)(C)C(c2ccc(F)cc2)=[N+]1[O-] (configuration not stated)	-1%	1%	6	102	96	9	128	-9	128
COC(=O)C(CC(C)C)NC(=O)c1ccc([N+](=O)[O-])cc1 (configuration not stated)	12%	6%	.	.	.	0	133	0	133
O=C(NCC(c1cccnc1)N1CCN(c2ccccc2F)CC1)OCc1ccccc1 (configuration not stated)	-60%	5%	4	87	83	18	165	-18	165
Cc1ccc(S(=O)(=O)N2CCN(C(=O)CN3CCc4ccccc4C3)CC2)cc1	-74%	-2%	0	77	77	2	71	-2	71
Cc1cc(C)nc(SCc2nnc(SCC(N)=O)n2Cc2ccco2)n1	4%	-6%	9	91	82	-2	141	2	141
CCc1cccc(CC)c1NC(=O)c1cccc(NC(=O)c2ccccc2)c1	20%	0%	19	98	79	6	121	-6	121
O=C(c1ccco1)N1CCN(S(=O)(=O)c2ccc3c(c2)CCN3C(=O)C2CC2)CC1	-30%	-5%	-2	88	90	6	98	-6	98
Cc1cc(C)c(C)c(S(=O)(=O)NCc2cccnc2)c1C	-6%	-4%	8	91	83	26	122	-26	122
Cc1cc2oc(=O)cc(Cn3ccnc3)c2cc1C	10%	-2%	3	102	99	-1	103	1	103
O=S(=O)(c1ccc2c(c1)OCCO2)N1CCC(c2nc3ccc(Cl)cc3[nH]2)CC1	-50%	-8%	-32	15	47	-14	147	14	147
CC1(C)Cc2c(ccc3ccccc23)C(c2cc3ccccc3oc2=O)=N1	-12%	2%	17	101	83	7	160	-7	160
COc1ccc(-n2c(=O)c3ccccc3n(CC(=O)NC3CCCCC3)c2=O)cc1	11%	9%	12	98	87	-5	169	5	169
O=C(CN1CCCN(Cc2ccc(F)cc2Cl)C1=O)NCc1ccccc1	-30%	2%	.	.	.	-1	114	1	114
Cc1cccc(OCc2nnc(SCC(=O)Nc3cc(C)on3)n2C)c1	34%	-1%	-7	95	102	.	.	.	.

3 compounds already listed, arranged by the value under NFkB transloc pot, largest number first:
SMILES	NFkB transloc pot
Cc1ccc(S(=O)(=O)N2CCN(C(=O)CN3CCc4ccccc4C3)CC2)cc1	2
O=C(CN1CCCN(Cc2ccc(F)cc2Cl)C1=O)NCc1ccccc1	-1
Cc1cc(C)nc(SCc2nnc(SCC(N)=O)n2Cc2ccco2)n1	-2

Carrying on.
SMILES	PLAP inhibition	Bcl-B displacement	MRP resist rev	MRP resist rev cytotoxicity	MRP resist rev with doxorubicin	NFkB transloc pot	NFkB transloc pot cell count 2 µM	NFkB transloc inh	NFkB transloc inh cell count 2 µM
Cc1nn(Cc2ccc(Cl)cc2)c(C)c1NC(=O)c1c(-c2ccccc2)noc1C	.	.	6	86	80	-15	149	15	149
O=c1cc(CO)oc(C(Nc2ccccn2)c2ccc(F)cc2)c1O (configuration not stated)	-78%	-1%	-1	89	90	-8	163	8	163
CSc1nsc(SCC(=O)N2CCN(c3ccccc3)CC2)n1	-11%	3%	13	92	79	14	113	-14	113
Cc1cccc(OCc2nc3ccccc3c(=O)n2N)c1	-13%	20%	-23	60	84	14	155	-14	155
COc1cccc(C2C(C(=O)OCc3ccccc3)=C(C)Nc3ncnn32)c1OC (configuration not stated)	-8%	6%	-8	80	88	12	184	-12	184
CCCOc1ccc(CSC2=NCCN2)cc1[N+](=O)[O-]	16%	-5%	.	.	.	1	177	-1	177
c1ccc(CSc2ncccn2)cc1	7%	-5%	1	106	106	-4	151	4	151
COc1ccc(Cl)cc1NC(=O)Cn1cccc1	-7%	-13%	4	96	91	15	105	-15	105
Nc1cc(Cl)ccc1Oc1ccccc1	-2%	4%	.	.	.	4	176	-4	176
O=C(Nc1ccc2c(c1)OCO2)c1cc(C2CC2)on1	-5%	4%	-12	65	77	.	.	.	.
Cc1ccc(-c2cc(C(F)F)nc(NCc3cccnc3)n2)cc1	.	.	-18	61	79	10	173	-10	173
COc1ccccc1NC(=O)CN1C(=O)CCS(=O)(=O)c2ccccc21	.	.	5	102	97	12	143	-12	143
CC1=CC(c2ccccc2)n2nc(N3C(=O)C4CC=CCC4C3=O)nc2N1 (configuration not stated)	-15%	2%	21	106	85	21	99	-21	99
O=C(C1CCCO1)N1CCC(O)(c2ccccc2)CC1 (configuration not stated)	-10%	-7%	1	98	97	5	126	-4	126
N#Cc1ccc(-n2c(-c3ccccc3)nnc2-c2ccccc2)cc1C#N	.	.	43	74	31	4	161	-4	161
O=S1(=O)N=C(Nc2ccc(O)c(CN3CCCCC3)c2)c2ccccc21	-8%	10%	-50	33	83	.	.	.	.
CC(C)Oc1ccc(NC(N)=O)cc1	9%	9%	-8	90	98	.	.	.	.
Cc1sc2ncn3c(C)nnc3c2c1C	2%	3%	14	94	80	7	180	-7	180
Nn1c(SC/C=C/c2ccccc2)nnc1-c1cccnc1	-5%	-13%	1	89	88	25	147	-25	147
CNc1nc(OC)nc(N2CCOCC2)n1	13%	-3%	0	92	92	11	178	-12	178
O=C(CSc1nc(-c2ccccc2)cc(=O)[nH]1)N1CCOCC1	-6%	-8%	16	103	86	-4	102	4	102
Cn1c(SCC(=O)N2CCCCC2)nnc1-c1ccc(S(=O)(=O)N2CCOCC2)cc1	-58%	3%	3	91	88	4	89	-4	89
Cc1cc(-c2ccccc2)nc(N(C)NC(=O)c2cccc(C(F)(F)F)c2)c1S(C)(=O)=O	20%	-2%	6	89	82	.	.	.	.
CC(=O)c1cc(-c2ccccc2)n(CC(=O)N2CCC(N3CCCCC3)CC2)c1C	-48%	-10%	14	96	82	5	157	-5	157
Cc1cccc(-n2c(N)cc(=O)[nH]c2=S)c1C	2%	-4%	8	98	89	-6	178	6	178
O=C(c1cc(C2CC2)on1)N1CCN(C(c2ccccc2)c2ccccc2)CC1	-10%	4%	.	.	.	-3	47	3	47
O=C1c2ccccc2N2C(=O)c3ccccc3C2N1Cc1ccco1 (configuration not stated)	-11%	-1%	-1	72	73	19	169	-19	169
CC(C)N(C(=O)CSc1nnc(-c2cc3ccccc3cc2O)n1Cc1ccco1)C(C)C	-54%	-3%	13	78	65	-2	182	2	182
COC(=O)Nc1c(C(=O)OC)cc(OC)c(OC)c1OC	12%	-6%	6	92	85	-10	204	10	204
COc1ccc(CNC(=O)Cn2c(=O)oc3ccccc32)cc1OC	-27%	126%	-13	93	106	-10	154	10	154
CCOC(=O)c1c2ccc(OCC(=O)N/N=C/c3ccccc3C(F)(F)F)cc2n2ccccc12	-3%	-5%	.	.	.	0	117	0	117
COc1ccc(OC)c(-c2cc(C(=O)Nc3c(C)nn(Cc4ccccc4C)c3C)no2)c1	8%	-7%	2	81	79	-2	112	2	112
CCOC(=O)c1ccc(N2Cc3cc(C)c(C)cc3C2)cc1O	-15%	0%	-8	88	96	.	.	.	.
CCOC(=O)c1ccc2c(c1)nc(SCc1cn3ccsc3n1)n2CC	-29%	0%	16	86	70	15	109	-15	109
CCOC(=O)N1CCC(Nc2c(-c3ccccc3)c(=O)c2=O)CC1	1%	4%	-20	41	61	28	155	-28	155
Cc1cccc(N2C(=O)CC(Sc3nc(C)cc(C)n3)C2=O)c1 (configuration not stated)	-14%	-8%	0	107	107	29	170	-29	170
CCc1nc(SCc2nnc(-c3ccc(C)cc3)o2)c2c(C)c(C)sc2n1	.	.	-21	85	106	9	107	-9	107
Cc1cc(NC(=O)c2ccc3c(c2)C(=O)N(C2CCCCC2)C3=O)no1	17%	-4%	-4	27	31	24	114	-24	114
O=C(COc1ccccc1)Nc1nnc(-c2ccc3c(c2)CCCC3)o1	-19%	1%	-7	76	82	-20	43	20	43
Cc1ccccc1NC(=O)C1CCCN(S(=O)(=O)c2cnc[nH]2)C1 (configuration not stated)	10%	1%	-7	95	102	4	65	-4	65

Single records, as listed above. Order of screens: PLAP inhibition	Bcl-B displacement	MRP resist rev	MRP resist rev cytotoxicity	MRP resist rev with doxorubicin	NFkB transloc pot	NFkB transloc pot cell count 2 µM	NFkB transloc inh	NFkB transloc inh cell count 2 µM
Entry for Cc1cccc(OCc2nc3ccccc3c(=O)n2N)c1 : -13%	20%	-23	60	84	14	155	-14	155
Entry for COC(=O)C(CC(C)C)NC(=O)c1ccc([N+](=O)[O-])cc1 (configuration not stated) : 12%	6%	.	.	.	0	133	0	133

Further compounds follow:
SMILES	PLAP inhibition	Bcl-B displacement	MRP resist rev	MRP resist rev cytotoxicity	MRP resist rev with doxorubicin	NFkB transloc pot	NFkB transloc pot cell count 2 µM	NFkB transloc inh	NFkB transloc inh cell count 2 µM
O=C(CC(=O)NN=C1CCCC1)NCCc1ccccc1	-2%	6%	.	.	.	.	.	.	.
O=C(NC(=S)Nc1ccc2oc(-c3cccnc3)nc2c1)c1cccc(Cl)c1	-4%	2%	.	.	.	-1	160	1	160
Cc1ccc(OCC(=O)N2CCN(c3nnc(-c4ccc(C)cc4)c4ccccc34)CC2)cc1	-78%	-75%	27	43	16	-1	167	1	167
O=C(Cc1ccccc1)Nc1cc(C(=O)c2ccccc2)ccc1N1CCOCC1	-26%	-2%	6	64	58	28	48	-28	48
O=C(C1CCN(S(=O)(=O)c2ccccc2)CC1)N1CCOCC1	18%	6%	-3	97	100	-7	153	7	153
CCOC(=O)N1CCN(C(=O)CN(c2ccc(OC)c(OC)c2)S(C)(=O)=O)CC1	-12%	8%	19	102	83	.	.	.	.
O=C(CN1CCSCC1)N/N=C/c1ccc(F)c(F)c1	-1%	-6%	8	90	83	.	.	.	.
Cc1cc(N2CCC(C)CC2)nc(SCC(=O)c2ccccc2)n1	.	.	-26	40	66	15	141	-15	141
COc1ccccc1CNC(=O)CCS(=O)(=O)c1cccs1	-6%	0%	2	105	103	.	.	.	.
Cc1ccc(-n2c(SCC(N)=O)nnc2-c2ccc(S(=O)(=O)N3CCCCC3)cc2)c(C)c1	-44%	-5%	5	88	83	24	76	-24	76
O=C(CSc1ccc(Cl)cc1)Nc1ccccc1N1CCN(C(=O)c2ccccc2)CC1	-1%	11%	.	.	.	30	126	-30	126
Cc1cc(C)c(C(=O)CC2(O)C(=O)Nc3ccccc32)cc1C (configuration not stated)	16%	11%	9	94	85	-8	50	8	50
CC1CCCCN1C(=O)CSc1nc2ccsc2c(=O)n1Cc1ccccn1 (configuration not stated)	-10%	-7%	8	81	73	26	64	-23	64
O=C(Nc1ccc(Br)c2cccnc12)c1ccc(Cn2cc([N+](=O)[O-])cn2)o1	9%	1%	.	.	.	26	181	-26	181
CCCc1cc2c(cc1NS(=O)(=O)c1ccc(CCNC(C)=O)cc1)OCO2	-1%	-2%	3	85	81	-5	119	5	119
Cc1cc(O)c2c(-c3ccccc3)cc(=O)oc2c1	26%	-13%	-19	39	58	-3	157	3	157
COC(=O)CC1C(=O)NCCN1C(=O)NC1CCCCC1 (configuration not stated)	12%	-3%	7	96	89	-4	193	4	193
NC1=NC(=O)CC(C(=O)NCCc2ccccc2)S1 (configuration not stated)	5%	-15%	-1	101	102	-47	174	47*	174*

These rows are one share of the data. The share of hits here may be higher or lower than overall.
